Bioassay records from PubChem BioAssay.
AGP1 TOR yeast: modulators of TOR pathway AGP1-GFP in S. cerevisiae | GFP response vs DMSO, % at 10 µM | 320,000 tested, 0.02% active | S. cerevisiae AGP1-GFP multiplex flow cytometry, 3 h; GFP as percent of DMSO wells;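 active = GFP response relative to DMSO above a set limit, near screen average plus 3 SD, cut at about 150% in these data; inconclusive = fewer than 70 cells counted for the yeast strain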;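 note: median GFP channel fluorescence of the gated AGP1 strain per well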
VLA-4 inh: inhibition in a human VLA-4 binding assay | P13612 | VLA-4 expressing cells, ligand binding flow cytometry | inhibition, % (about 7 µM as worked out from the volumes in the protocol) | 330,000 tested, 0.2% active; in the data active = inhibition above about 50%
GRK2 aptamer HTS: inhibitors of human GRK2 displacing RNA aptamer; P25098; bead flow cytometry, FAM-aptamer displacement from GRK2; inhibition of aptamer binding, % at 10 µM; 330,000 tested, 0.59% active;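 active = inhibition of aptamer binding above 40%, roughly 3 SD of noise, on plates passing a quality check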;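 note: median bead fluorescence of bound FAM aptamer so fluorescent compounds give negative values; no value below 0 was filed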
MEX-5 binding: C. elegans MEX-5 TCR-2 RNA binding activity; AID 1832; MEX-5/FITC-TCR2 RNA binding, fluorescence polarization; active compounds read low; Q9XUB2; activity score (negative = inhibition of binding), % at 10 µM; 300,000 tested, 0.38% active;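 active = inhibition past about -25% in most replicates, and total fluorescence under double the plate's negative control median, limit read from the data; inconclusive = replicates evenly split on the limit, or fluorescence at least double controls; inactive = too little inhibition in most replicates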;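 note: 0% = DMSO and -100% = 5 µM competing unlabeled TCR2 RNA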
Target sequence (Q9XUB2 whole entry, looked up): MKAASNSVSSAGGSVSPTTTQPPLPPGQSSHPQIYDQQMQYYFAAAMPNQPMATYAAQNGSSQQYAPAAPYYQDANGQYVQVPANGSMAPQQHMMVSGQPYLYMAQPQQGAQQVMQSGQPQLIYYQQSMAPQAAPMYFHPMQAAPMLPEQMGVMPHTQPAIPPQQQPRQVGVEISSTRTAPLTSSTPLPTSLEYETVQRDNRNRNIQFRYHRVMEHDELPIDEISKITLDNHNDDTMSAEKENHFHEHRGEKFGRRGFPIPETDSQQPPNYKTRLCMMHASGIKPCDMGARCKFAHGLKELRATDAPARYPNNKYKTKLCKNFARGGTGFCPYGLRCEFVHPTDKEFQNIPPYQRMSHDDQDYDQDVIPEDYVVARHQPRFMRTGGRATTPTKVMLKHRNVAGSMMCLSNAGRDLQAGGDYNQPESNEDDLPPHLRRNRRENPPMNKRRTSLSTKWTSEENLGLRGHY
GLD-1 RNA inh: GLD-1-TGE RNA interaction inhibition (C. elegans). inhibition, % at 5.96 µM. AID 2280. 320,000 tested, 0.44% active. Q17339. purified GLD-1 + fluorescein TGE RNA, fluorescence polarization;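 active = percent inhibition above a per-plate cutoff, the plate mean of test compounds plus 3 SD, cut at about 30% in these data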;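 note: 0% = DMSO wells with GLD-1 and probe and 100% = wells lacking GLD-1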
CIT2-GFP yeast: yeast TOR pathway CIT2-GFP modulation; S. cerevisiae CIT2-GFP strain, flow cytometry, 3 h; 100 means same as DMSO wells; GFP response vs DMSO, % at 10 µM; 320,000 tested, 0.065% active;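 active = GFP response relative to DMSO above a set limit, near the screen mean plus 3 SD, cut at about 150% in these data; inconclusive = Fewer than 70 cells measured for a yeast strain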;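 note: ratio of well median GFP fluorescence to mean of DMSO wells on the plate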
Bcl-xL primary: Bcl-xL (human) inhibition; inhibition, % at 10.9 µM; 320,000 tested, 0.7% active; GST-Bcl-xL / FITC-Bim BH3 peptide fluorescence polarization; Q07817;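 active = inhibition above the mean of all tested compounds plus 3 SD, cutoff set per campaign, cut at about 30% in these data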;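 note: 0% = DMSO wells and 100% = unlabeled Bim-BH3 peptide competitor; inhibitors lower millipolarization by displacing the labeled peptide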
Target sequence (Q07817 whole entry, looked up): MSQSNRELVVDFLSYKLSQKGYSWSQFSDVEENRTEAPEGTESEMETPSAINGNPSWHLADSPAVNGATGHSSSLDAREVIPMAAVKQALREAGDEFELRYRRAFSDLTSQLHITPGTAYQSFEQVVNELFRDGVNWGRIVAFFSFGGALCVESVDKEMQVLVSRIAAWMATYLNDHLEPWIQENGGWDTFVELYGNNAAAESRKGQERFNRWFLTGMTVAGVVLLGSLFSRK
Yeast superoxide: yeast age-related superoxide inhibition as caloric restriction mimetic. 330,000 tested, 0.18% active. S. cerevisiae aged cells, superoxide DHE fluorescence; active compounds read low. superoxide response (% of plate mean), % at 10 µM;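 active = superoxide response under a set limit, about three screen SD below normal, cut at about 65% in these data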;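 note: yeast aged for seven days with compound at 30 °C before DHE staining; 100% = average MFI of all compound-treated wells on the plate with controls excluded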
MCL1 BIM primary: inhibitors of human MCL1 binding to BIM-BH3 peptide; AID 2057; Q07820; GST-MCL1 / FITC-Bim-BH3 fluorescence polarization; 320,000 tested, 0.68% active; inhibition, % at 10.9 µM;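 active = inhibition above the mean inhibition of all tested compounds plus 3 SD, set per campaign, cut at about 40% in these data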;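 note: 0% = DMSO wells and 100% = unlabeled Bim-BH3 peptide control; higher means more loss of mP so more displacement of Bim peptide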
* hit, by the source's call; ? = inconclusive; / = no result given; [ ] = another dose, or the depositor's remark. Not a hit list; 2.1% or so of the library scored in one or more.

Screens in order – CIT2-GFP yeast	Yeast superoxide	Bcl-xL primary	VLA-4 inh	AGP1 TOR yeast	MEX-5 binding	MCL1 BIM primary	GLD-1 RNA inh	GRK2 aptamer HTS
1. CN(CC(=O)NNC(=O)CNC(=O)c1ccccc1Cl)S(=O)(=O)c1ccc(Cl)cc1
→ 97.0	98.2	1.1	1.7	93.5	1.0	-4.0	-0.7	0.0
2. Cc1ccc(NC(=S)N2CCCC(CO)C2)c(C)c1 (centres undefined)
→ 101.6	91.1	-1.5	11.4	103.2	-0.2	11.4	3.9	1.0
3. COc1ccc(OCCOCCOc2ccc(C)cc2[N+](=O)[O-])cc1
→ 95.0	102.9	6.5	26.0	92.1	-0.7	9.1	4.6	3.0
4. O=C(Oc1cccc(N2C(=O)C3C4c5ccccc5C(c5ccccc54)C3C2=O)c1)c1ccco1 (centres undefined)
→ 97.8	98.0	9.0	-14.1	91.7	1.8	12.3	4.0	3.0
5. Cc1cc(NC(=O)c2c([N+](=O)[O-])cnn2C)no1
→ 105.3	119.0	-0.7	-2.4	104.7	1.7	-7.1	4.5	3.0
6. CCCNc1c(NS(=O)(=O)c2ccc(C)c(C)c2)c(=O)oc2ccccc12
→ 102.3	107.0	0.1	-14.4	99.3	-1.3	-1.7	4.2	0.0
7. O=C1CC(NC(=O)C(F)(F)F)=NN1c1ccccc1
→ 97.4	138.7	-3.1	-10.8	97.0	0.7	-1.3	2.9	7.0
8. CCOC(=O)Nc1ccc2c(CN3C(=O)NC(CC)(CC)C3=O)cc(=O)oc2c1
→ 95.4	109.8	5.2	6.3	88.2	-1.7	1.2	-0.8	1.0
9. Cc1ccc(-c2nnc(SCC(=O)n3c4c(c5ccccc53)CCCC4)o2)cc1
→ 104.0	80.2	1.2	6.3	109.6	1.7	-0.7	9.1	0.0
10. CCc1ccc(NC(=O)CSc2nc3[nH]ncc3c(=O)[nH]2)cc1
→ 100.5	96.0	0.3	8.9	94.4	-0.2	10.4	-8.1	1.0
11. CS(=O)(=O)N(CC(=O)Nc1ccccc1C(=O)N1CCOCC1)c1ccc(F)c(Cl)c1
→ 102.2	112.2	6.2	-18.6	103.2	-2.5	2.3	1.4	0.0
12. O=C(Nc1ccccn1)C12CC3CC(CC(C3)C1)C2
→ 102.3	75.3	-0.9	6.6	100.6	2.3	3.6	-2.5	0.0
13. Cc1ccc(S(=O)(=O)C(NC(=O)c2ccccc2)=C(Cl)Cl)cc1
→ 90.5	80.5	2.8	53.6*	99.0	0.1	0.3	2.5	0.0
14. O=C(CCn1c(=S)oc2ccccc21)NCCC1=CCCCC1
→ 94.7	108.3	3.9	-12.0	104.5	-2.0	-1.9	5.3	1.0
15. CCOC(=O)c1cnc(SC)nc1NCCOC
→ 90.0[may fluoresce red]	95.2	4.3	-7.1	?	-1.8	7.6	0.5	0.0
16. CCCn1cc(S(=O)(=O)CC(=O)NC2CCCCC2)c2ccccc21
→ 101.1	89.0	2.9	-10.1	103.1	2.6	6.5	1.1	0.0
17. Cc1cc(C)n2nc(C(=O)OCCOc3ccc(F)cc3)nc2n1
→ 102.5	101.8	-0.6	0.4	102.7	2.4	-3.2	5.5	0.0
18. COc1ccc(CC(=O)OCC(=O)N2CCCc3ccccc32)cc1OC
→ 106.4	107.3	-0.1	-1.9	101.6	0.1	4.0	-1.9	1.0
19. COc1ccc(C2=CSC3=NCCN23)cc1Br
→ 93.0	90.0	2.7	0.9	107.8	-4.8	3.1	-1.8	0.0
20. NC(=O)c1ccc(OCC2CCCO2)cc1 (centres undefined)
→ 105.6	104.0	-3.9	2.8	101.1	1.3	2.1	-3.9	0.0
21. COc1ccc(Nc2nc(N)c([N+](=O)[O-])c(NC3CCCCC3)n2)cc1
→ 91.6	111.5	3.3	-0.1	100.8	-1.2	9.4	-2.6	0.0
22. CCCC(C)C1c2c(c(C)c(C)oc2=O)Oc2c(C)c(C)oc(=O)c21 (centres undefined)
→ 87.1	108.7	/	13.2	88.2	/	/	3.2	0.0
23. COc1ccc(S(=O)(=O)N2CCOC23CCN(S(=O)(=O)c2ccc(Cl)cc2)CC3)cc1
→ 106.0	100.4	2.0	9.6	104.5	-1.6	0.5	2.5	2.0
24. COC(=O)c1ccc(NC(=O)CSc2nnc(COc3ccc4c(c3)CCCC4)o2)cc1
→ 102.7	96.2	-0.1	11.6	104.5	3.2	-2.0	-2.2	5.0
25. CCCC1C2C(=O)N(c3ccccc3)C(=O)C2ON1c1ccccc1 (centres undefined)
→ 99.0	101.7	2.6	11.2	96.6	0.1	0.2	3.1	3.0
26. COc1ccc(-n2nc(C(=O)NCC(=O)NCc3ccco3)c3ccccc3c2=O)cc1Cl
→ 97.6	100.9	5.0	-5.9	99.7	-0.2	6.0	4.8	2.0
27. O=C(CSc1nnc(-c2ccc(OC(F)F)cc2)o1)NCc1cccs1
→ 94.3	83.5	-9.9	4.0	97.8	1.0	-13.0	-7.4	3.0
28. CCOc1cc(C(=O)Nc2ncccn2)cc(OCC)c1OCC
→ 89.9	89.9	4.9	0.2	96.0	2.6	1.6	3.7	0.0
29. CCOc1cc(OCC)nc(S(C)(=O)=O)n1
→ 95.1	92.0	1.4	24.1	115.1	-0.3	7.0	1.8	1.0
30. CC1CN(Cc2nc3c(c(=O)n(C)c(=O)n3C)n2Cc2cccc(Cl)c2)CC(C)O1 (centres undefined)
→ 90.2	95.4	2.2	0.0	91.4	0.5	4.5	-5.0	0.0
31. Cc1ccc(NC2SC(=O)N(Cc3cccc(C(=O)O)c3)C2=O)cc1 (centres undefined)
→ 94.0	103.2	3.3	1.6	99.0	-0.2	0.4	-3.7	2.0
32. CCN1CCN(c2c(C=O)c(Cl)nc3ccc(OC)cc23)CC1
→ 97.4	95.2	4.0	26.7	92.3	3.6	1.6	-4.7	1.0
33. COc1ccc(CNC(=O)COc2cc(=O)n(C)c3ccccc23)cc1
→ 95.9	127.1	2.6	3.2	101.0	-0.5	0.2	0.5	2.0
34. CCn1cc(C(=O)NNC(=O)c2ccc(Cl)cc2)c(=O)c2ccc(C)nc21
→ 102.6	121.9	4.9	2.5	108.1	1.0	6.7	-3.0	0.0
35. O=C(Nc1cccc(NC(=O)c2ccc(Cl)cc2Cl)c1)c1cccnc1
→ 94.4	97.8	4.8	-2.9	91.2	0.2	5.0	1.2	1.0
36. Cc1[nH]oc(=O)c1N=Nc1ccccc1
→ 72.2	89.0	3.9	2.8	117.3	-0.7	0.8	-1.2	0.0
37. COc1ccc(OC)c(NC(=O)C2CCCN2C(=O)C2CCC(C)CC2)c1 (centres undefined)
→ 108.9	104.8	2.8	-6.5	104.9	-1.6	7.2	2.4	0.0
38. Cc1ccc(CSCCNC(=O)/C=C/c2ccc(Cl)cc2)cc1
→ 104.1	100.8	0.9	24.4	100.2	0.1	-4.0	3.5	0.0
39. Cn1c(=O)[nH]c(=O)c2c1nc(N1CCOCC1)n2CCCSc1ncccn1
→ 98.9	95.8	6.8	-8.3	95.5	-1.5	1.9	-7.7	1.0
40. COc1ccc(S(=O)(=O)O)cc1P(=O)(c1ccccc1)c1ccccc1
→ 100.7	91.5	5.2	3.5	94.3	0.4	-1.6	-4.4	8.0

Reprinted at random: two entries already listed
Screens in order – CIT2-GFP yeast	Yeast superoxide	Bcl-xL primary	VLA-4 inh	AGP1 TOR yeast	MEX-5 binding	MCL1 BIM primary	GLD-1 RNA inh	GRK2 aptamer HTS
22. CCCC(C)C1c2c(c(C)c(C)oc2=O)Oc2c(C)c(C)oc(=O)c21 (centres undefined)
→ 87.1	108.7	/	13.2	88.2	/	/	3.2	0.0
39. Cn1c(=O)[nH]c(=O)c2c1nc(N1CCOCC1)n2CCCSc1ncccn1
→ 98.9	95.8	6.8	-8.3	95.5	-1.5	1.9	-7.7	1.0

(list continues)
Screens in order – CIT2-GFP yeast	Yeast superoxide	Bcl-xL primary	VLA-4 inh	AGP1 TOR yeast	MEX-5 binding	MCL1 BIM primary	GLD-1 RNA inh	GRK2 aptamer HTS
41. CCOc1ccc(/C=C2\SC(=O)N(CCNC(=O)C3COc4ccccc4O3)C2=O)cc1OC (centres undefined)
→ 109.5	110.8	-1.6	-11.1	89.7	0.7	-15.4	2.8	0.0
42. COc1ccc(-c2[nH]nc3c2C(c2ccsc2)C(C#N)=C(N)O3)cc1 (centres undefined)
→ 98.6	100.2	4.1	-14.6	103.1	-0.8	4.8	4.5	0.0
43. O=C(COC(=O)Cc1cccc(C(F)(F)F)c1)Nc1ccccc1
→ 103.5	100.9	-3.4	5.7	101.2	2.7	3.8	5.1	0.0
44. COc1cc2c(cc1OC)CN(C(=O)c1nn(Cc3ccccc3)c(=O)c3ccccc13)CC2
→ 94.1	82.8	1.6	11.2	91.4	/	5.0	6.4	0.0
45. O=C(COC(=O)CCC(=O)c1ccc(F)cc1)NCc1ccc(Cl)cc1
→ 96.2	101.5	/	-0.5	104.0	/	/	0.7	10.0
46. O=C(Cn1cc([N+](=O)[O-])cn1)Nc1ccn(Cc2c(F)c(F)cc(F)c2F)n1
→ 110.6	103.6	-3.3	-8.7	85.7	1.9	-1.0	7.0	5.0
47. COc1ccc(N2CCN(c3ncccc3C#N)CC2)cc1
→ 95.9	99.9	10.0	-5.4	96.9	0.1	2.5	2.2	1.0
48. Cc1cc(C)c(NC(=O)C2CCCN2CCOC(=O)c2cccc([N+](=O)[O-])c2)c(C)c1 (centres undefined)
→ 96.8	111.3	-2.2	30.6	92.7	1.2	5.9	-0.6	0.0
49. CSc1ccccc1-c1nnc(-c2ccc(Cl)cc2Cl)o1
→ 88.5	116.1	-0.1	5.0	91.7	1.3	-8.5	2.1	0.0
50. Cc1nn(-c2ccccc2)c(C)c1NC(=O)COC(=O)c1ccc(Cl)c(N)c1
→ 102.4	83.5	-2.7	4.8	116.3	1.1	-2.6	8.2	0.0
51. Cc1ccc(NC(=O)C(SCC(=O)O)c2ccccc2)cc1C (centres undefined)
→ 99.9	99.5	2.6	-6.0	104.2	0.6	9.1	0.4	2.0
52. FC(F)(F)c1cccc(NC(=S)NCc2ccccc2)c1
→ 96.2	109.7	-0.2	-0.8	93.5	1.3	4.4	1.4	0.0
